Bioassay records (PubChem BioAssay)
inhibitors of VEEV = inhibitors of VEEV TC-83 cytopathic effect, confirmation, Vero cells (AID 588727). Vero cells, VEEV TC-83 cytopathic effect inhibition; higher % means a stronger effect. inhibition, % at 20 µM; hits with a dose series show IC50 in µM. hit rate 0.13% among 350,000; in the data active means a potency from the dose series; inconclusive means inhibition mostly from about 14% at the one dose, without a potency; inactive means the rest, 99 in 100 with inhibition below about 12%; further: strong numbers were not always called active
influenza NS1A = H1N1 influenza NS1A inhibitors, functional cell based assay (AID 504329). NS1A functional cell-based assay, percent inhibition; higher % means a stronger effect. inhibition, % at 12.5 µM; hits with a dose series show IC50 in µM. hit rate 0.3% among 340,000; in the data active means a potency from the dose series; inconclusive means inhibition above about 27% without an active follow-up result; further: strong numbers were not always called active
M. tuberculosis HTS = M. tuberculosis growth inhibition, HTS (AID 449762); hit rate 0.59% among 330,000; M. tuberculosis H37Rv growth inhibition, 7H9 media; higher % means a stronger effect; inhibition, % at 25 µM; hits with a dose series show IC50 in µM; in the data active means a potency from the dose series; inconclusive means inhibition above about 70% without an active follow-up result;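 further: bacterial growth assessed after seven days of incubation; strong numbers were not always called active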
PhoP GFP inhibition = PhoP regulon inhibitors, Salmonella typhi PhoP promoter GFP reporter, confirmatory (AID 1850); Salmonella Typhi PhoP-promoter GFP reporter, fluorescence, 4 h; higher % means a stronger effect; inhibition, % at 50 µM; hits with a dose series show IC50 in µM; hit rate 0.33% among 310,000; in the data active means a potency from the dose series; inconclusive means inhibition mostly from about 25% at the one dose, without a potency; inactive means the rest, 99 in 100 with inhibition below about 19%;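 further: 0% = induced wells with vehicle and 100% = uninduced wells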
M. tuberculosis = growth inhibition of non-replicating M. tuberculosis (AID 488890) | hit rate 0.39% among 320,000 | inhibition, % at 25 µM, or IC50 in µM where a hit was titrated | Mycobacterium tuberculosis non-replicating, growth inhibition; higher % means a stronger effect; in the data active means a potency from the dose series; inconclusive means inhibition mostly from about 82% at the one dose, without a potency; inactive means the rest, 99 in 100 with inhibition below about 76%;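 further: plate controls were DMSO cells for no effect and high antibiotic wells for full effect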
inhibitors of VEEV 10K pilot screen = also measured in inhibitors of VEEV; calls as there; inhibition, %; measured here: 10K pilot screen inhibition
* hit, by the source's call; i = inactive; u = inconclusive; x = no result given.

SMILES	inhibitors of VEEV	influenza NS1A	M. tuberculosis HTS	PhoP GFP inhibition	M. tuberculosis	others
CCOC(=O)N1CCN(CC(=O)c2c(C)[nH]c3ccccc23)CC1	0.7%	1%	-12%	3%	-9%
Cc1cn(C2OC(CC(=O)Oc3ccccc3)C(O)C2O)c(=O)[nH]c1=O (stereo unspecified)	3.2%	-21%	-8%	1%	-16%
COc1ccc(C(=O)N2N=C(c3ccc(NS(C)(=O)=O)cc3)CC2c2cccs2)cc1 (stereo unspecified)	7.4%	0%	-7%	-2%	8%
COc1ccc(CNC(=O)C(=O)NCC2CCCO2)cc1 (stereo unspecified)	1.3%	2%	-5%	-4%	-7%
c1ccc(Oc2cccc3cccnc23)nc1	i	3%	-9%	-1%	0%
Nc1c(NCc2ccccc2)c(=O)[nH]c(=O)n1Cc1ccccc1	i	-1%	1%	-9%	2%
O=C(Oc1c(Br)cc(Br)c2cccnc12)N1CCCCC1	5.4%	-3%	59%	5%	x
COc1ccc(C)cc1N(CC(=O)Nc1cccc(N(C)S(C)(=O)=O)c1)S(C)(=O)=O	0.7%	0%	5%	-2%	0%
CCOc1cc(/C=N/NS(=O)(=O)c2ccccc2)ccc1OS(=O)(=O)c1ccc(C)cc1	5.7%	1%	1%	2%	5%
O=C(COC(=O)/C=C/c1cc(Br)ccc1F)Nc1ccc2[nH]c(=O)[nH]c2c1	6.7%	-6%	8%	-8%	-17%
CSCc1nc2scc(-c3ccccc3)c2c(=O)[nH]1	i	-9%	x	x	x
NCCNC(=O)c1c(O)c2cccc3c2n(c1=O)CCC3	2.2%	2%	38%	-12%	8%
CCOc1cc(/C=N/NC(=O)c2ccncc2)cc(Cl)c1OS(C)(=O)=O	1.2%	-2%	u	9%	61%
Cc1[nH]n(C(N)=S)c(=O)c1N=Nc1ccc(Br)cc1	5.2%	-10%	60%	0%	u
O=C(CCC(=O)c1cccs1)NCc1ccncc1	0.1%	8%	-2%	15%	-1%
Clc1ccc(-c2csc3ncnc(N4CCc5ccccc5C4)c23)cc1	7.7%	15%	3%	3%	-12%
C[C@H]1C=C(C(=O)NCc2nc3ccccc3[nH]2)O[C@@H](OCCCCO)C1	0.8%	-1%	-2%	4%	11%
O=C(Cn1cc(C(F)(F)F)ccc1=O)N1CCc2ccccc2C1	0.7%	2%	-3%	x	-7%
COc1ccc(S(=O)(=O)N2CCC(C(=O)N[C@H](C(=O)N3CCCC3)C(C)C)CC2)cc1	i	-13%	3%	-1%	2%
Cc1nc(CCNC(=O)COc2ccccc2)cs1	0.8%	6%	-7%	-10%	x
O=C(NCCC(=O)N1CCN(c2ccccc2O)CC1)c1ccc(Br)cc1	6.9%	13%	17%	-12%	21%
COc1ccc(NC(=S)N(Cc2cccnc2)Cc2ccco2)cc1	0.9%	9%	9%	-5%	3%
O=C(N/N=C/c1ccc2c(c1)OCO2)c1cc(-c2ccccc2)nc2ccccc12	0.8%	3%	8%	2%	11%
CN(CC(=O)Nc1ccc(Cl)cc1)C(=O)CCc1c[nH]c2ccccc12	i	3%	5%	-1%	22%
N#C/C(=C\c1c[nH]c2ccccc12)C(=O)Nc1ncc(Cc2ccc(Cl)cc2Cl)s1	8.8%	2%	u	-12%	-12%
COc1cccc(-c2cc(C(=O)Nc3ccccc3)c3ccccc3n2)c1	11%	x	-5%	1%	0%
CCCCn1c(SCC(=O)NCc2ccco2)nnc1-c1ccoc1C	2.5%	18%	-7%	-5%	-11%
COC(=O)CSc1nnc(SCc2ccccc2)s1	i	-5%	3%	10%	u
Cc1cnn(C(=O)c2cc(-c3ccccn3)nc3ccc(Cl)cc23)c1	i	6%	-1%	5%	58%
COn1c(-c2ccccc2)nc2c1CCc1c-2no[n+]1[O-]	5.9%	3%	2%	-8%	-3%
O=C(NCC1CCCO1)C1CCN(C2CCN(Cc3ccco3)CC2)CC1 (stereo unspecified)	0.2%	4%	-3%	0%	-12%
O=[N+]([O-])c1ccc2c(c1)nc1n2CCCCC1	2.5%	-14%	-4%	-7%	-8%
Cc1ccc(/C=C/C(=O)N2CCN(S(=O)(=O)/C=C/c3ccccc3)CC2)o1	0.1%	9%	-3%	3%	23%
O=C(CSCc1ccc(Cl)cc1Cl)Nc1nccs1	0.1%	-1%	0%	-3%	-7%
CC1(C)C[C@H](O)[C@@]23C[C@@H](OC2=O)[C@]2(C)C(=CCC4[C@@]5(C)CC[C@H](O)C(C)(C)C5CC[C@]42C)[C@@H]3C1 (stereo partly specified)	x	x	4%	2%	72%
O=C(Nc1ccc(Cl)cc1)c1csc(Cc2ccccc2)n1	0.1%	8%	-4%	-2%	u
CCCc1cc(=O)oc2c(CN3CCN(C)CC3)c(O)ccc12	i	-20%	15%	2%	-2%
CCO[C@H]1OC(C(=O)NCc2ccccc2)=C[C@@H](C)[C@@H]1CCCO	i	9%	-1%	-14%	7%
O=C(C[C@H]1C[C@H](C(=O)N2CCCCC2)[C@@]2(CCc3ccccc3)c3[nH]c4cc(-c5ccco5)ccc4c3CCN2C1=O)NCc1cccc(C(F)(F)F)c1	1.2%	-4%	x	x	x
CCOCCCn1c(=S)[nH]c2cc(C(=O)NCC(OC)OC)ccc2c1=O	0.4%	-2%	-18%	7%	8%
CS(=O)(=O)c1ccc(-c2nnn(CC(=O)Nc3ccc4c(c3)OCCO4)n2)cc1	0.1%	-8%	-6%	-8%	16%
CCOc1ccc(CCNC(=O)Cc2ccc(NC(=O)C3=C(C)OCCS3)cc2)cc1	0.4%	1%	-4%	-4%	28%
Cc1ccc(OCC(=O)NCCCNC(=O)c2cccnc2)cc1	i	-8%	2%	4%	-2%
CCOc1cc(/C=N/O)ccc1OS(=O)(=O)c1ccc(C)cc1	5.0%	2%	-3%	9%	13%	inhibitors of VEEV 10K pilot screen=4.5
O=C(Nc1nnc(-c2ccccc2Cl)o1)c1ccco1	3.0%	-25%	u	9%	6.7µM*
COc1cc2c(cc1OC)[C@@H](NC(=O)CCc1ccccc1)[C@H](OCc1ccccc1)C2	3.5%	-18%	x	x	x
COc1ccc(C(=O)C2CCCN(Cc3c(C)[nH]c4ccccc34)C2)c(OC)c1 (stereo unspecified)	x	x	-4%	1%	35%
CN(c1ccccc1)c1nc(N)c([N+](=O)[O-])c(N2CCOCC2)n1	i	-21%	-4%	8%	8%
O=C1CSC(c2ccc([N+](=O)[O-])cc2)N1c1ccc(O)cc1 (stereo unspecified)	i	-15%	0%	-4%	4%
Cc1cc(Br)c(S(=O)(=O)NCc2cccnc2)cc1C	0.7%	2%	2%	-1%	12%

Further records.
SMILES	inhibitors of VEEV	influenza NS1A	M. tuberculosis HTS	PhoP GFP inhibition	M. tuberculosis	others
COCCCNC(=O)NC(=O)c1ccccc1	2.0%	-6%	2%	0%	-19%
CCCCCCOc1ccc(OC(=O)c2ccncc2)cc1	0.8%	0%	u	-4%	78%
C=CCN1C(=O)c2ccc(C(=O)N3CCN(S(=O)(=O)c4cccc(Cl)c4)CC3)cc2C1=O	1.1%	-4%	-9%	-9%	9%
O=C(O)CCCC(=O)N1N=C(c2ccccc2)CC1c1ccc2nccnc2c1 (stereo unspecified)	2.5%	-7%	0%	-6%	-10%
CC1=NN(C(N)=S)C(C)(C)C1	5.4%	-18%	9%	-14%	-6%
CN1CCSc2ccc(C(=O)Nc3cccc(F)c3)cc21	3.5%	3%	7%	-10%	27%
Cc1nc(N2CCN(C(=O)c3ccc(Cl)cc3)CC2)c(C#N)c2c1COC(C)(C)C2	9.5%	3%	3%	-5%	33%
Cc1ccc(C(=O)c2nc3c(n2O)CCCC3)cc1	i	2%	-1%	1%	1%
O=c1[nH]c(CN2CCN(c3ccccc3)CC2)nc2scc(-c3ccccc3)c12	0.4%	-2%	0%	-14%	3%
COc1cc(C(=O)NC(CCSC)C(=O)OCC(=O)C(C)(C)C)cc(OC)c1OC (stereo unspecified)	1.4%	-6%	-2%	-13%	4%
CC(=O)O[C@H]1CC[C@@]2(C)[C@H](C1)C(=O)C[C@H]1[C@@H]3CC[C@@H]4[C@@H](CN5C[C@@H](C)CC[C@H]5[C@@]4(C)O)[C@@H]3C[C@@H]12	i	6%	3%	-9%	-6%
CCN(Cc1ccncc1)C(=O)c1cc(Br)cc(Br)c1O	4.3%	-7%	-1%	6%	10%
CCN(CC)S(=O)(=O)c1ccc(OC(C)C)nc1	i	2%	3%	-10%	5%
CCN1CCN(C(=O)Cc2coc3cc(C)cc(C)c23)CC1	1.0%	-1%	-2%	26%	-5%
O=C(CCNC(=O)c1ccc([N+](=O)[O-])cc1)NCc1ccco1	0.8%	7%	-17%	x	-20%
S=C(NC1CCCCC1)NN1CCCCCC1	i	-1%	x	x	x
O=c1oc(CCCO)cc2ccc(Br)cc12	2.4%	12%	-2%	x	17%
Cc1cccc2cc(CN(CC3CCCO3)C(c3nnnn3Cc3ccco3)C(C)C)c(=O)[nH]c12 (stereo unspecified)	7.0%	2%	14%	-7%	58%
O=C1N(C2CCCC2)C[C@@H]2C[C@@H](c3cn[nH]c3-c3ccc(Cl)cc3)N3CCC[C@@]123	3.2%	6%	4%	5%	28%
COC(=O)CSc1nc(NC(C)=O)nc(C)c1Br	1.6%	-21%	-4%	-3%	-5%
C(=C\c1ccccc1)/CSc1nnc(-c2ccncc2)n1Cc1ccco1	1.1%	4%	-5%	3%	67%
CCOC(=O)C1=C(C)N(C)C(=O)NC1c1ccccc1OC (stereo unspecified)	0.2%	-4%	-6%	-4%	-22%
COc1ccccc1N1CCN(C2CCN(S(=O)(=O)c3ccc(C)cc3)CC2)CC1	i	-5%	2%	12%	12%
COC(=O)c1sccc1NC(=O)c1cccc(Cl)c1	0.4%	-26%	3%	4%	56%
Cc1ccccc1Nc1nnc(SCC(=O)Nc2ccccc2[N+](=O)[O-])s1	0.8%	25%	3%	-2%	u
COc1ccc(CC2(CO)CCN(C(C)Cc3ccc(Cl)cc3)CC2)cc1 (stereo unspecified)	0.1%	1%	4%	2%	36%
CCCCn1c(S(=O)(=O)O)nc2ccccc21	0.0%	2%	1%	7%	-4%	inhibitors of VEEV 10K pilot screen=0.7
O=C(C[n+]1ccc2ccccc2c1)c1cccc2ccccc12	0.8%	0%	2%	0%	-6%

Structural class: those above containing an aryl methoxy group.
SMILES	inhibitors of VEEV	influenza NS1A	M. tuberculosis HTS	PhoP GFP inhibition	M. tuberculosis	others
COc1ccc(C(=O)N2N=C(c3ccc(NS(C)(=O)=O)cc3)CC2c2cccs2)cc1 (stereo unspecified)	7.4%	0%	-7%	-2%	8%
COc1ccc(CNC(=O)C(=O)NCC2CCCO2)cc1 (stereo unspecified)	1.3%	2%	-5%	-4%	-7%
COc1ccc(C)cc1N(CC(=O)Nc1cccc(N(C)S(C)(=O)=O)c1)S(C)(=O)=O	0.7%	0%	5%	-2%	0%
COc1ccc(S(=O)(=O)N2CCC(C(=O)N[C@H](C(=O)N3CCCC3)C(C)C)CC2)cc1	i	-13%	3%	-1%	2%
COc1ccc(NC(=S)N(Cc2cccnc2)Cc2ccco2)cc1	0.9%	9%	9%	-5%	3%
COc1cccc(-c2cc(C(=O)Nc3ccccc3)c3ccccc3n2)c1	11%	x	-5%	1%	0%
COc1cc2c(cc1OC)[C@@H](NC(=O)CCc1ccccc1)[C@H](OCc1ccccc1)C2	3.5%	-18%	x	x	x
COc1ccc(C(=O)C2CCCN(Cc3c(C)[nH]c4ccccc34)C2)c(OC)c1 (stereo unspecified)	x	x	-4%	1%	35%
COc1cc(C(=O)NC(CCSC)C(=O)OCC(=O)C(C)(C)C)cc(OC)c1OC (stereo unspecified)	1.4%	-6%	-2%	-13%	4%
CCOC(=O)C1=C(C)N(C)C(=O)NC1c1ccccc1OC (stereo unspecified)	0.2%	-4%	-6%	-4%	-22%
COc1ccccc1N1CCN(C2CCN(S(=O)(=O)c3ccc(C)cc3)CC2)CC1	i	-5%	2%	12%	12%
COc1ccc(CC2(CO)CCN(C(C)Cc3ccc(Cl)cc3)CC2)cc1 (stereo unspecified)	0.1%	1%	4%	2%	36%

This is a random part of the collection; 1.5% or so of the library scored in one or more.
